HEK293 tox: cytotoxicity counter-screen for GLP-1 receptor inverse agonists. HEK293 cAMP-luciferase reporter cells, luminescence, 24 h. Potency, µM (top dose mostly 38.3 µM), for the others: top-dose activity change, negative = inhibition, hits mostly inhibitors. 410,000 tested, 0.13% active. AID 624418;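 further: loss of luciferase light is scored as toxicity; potency means the concentration at half of the fitted maximal effect; on the % scale 0 is the no-effect control and ±100 the full control effect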
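Seeding density was 200 cells/uL; after overnight-length (12 h) culture, 23 nL compounds went on for 24 h at 37 °C. Readout used a luciferase detection reagent, luminescence taken after 12 min at room temperature.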
DRD3 agonist: D3 dopamine receptor (human) agonism; P35462; D3R DiscoveRx beta-arrestin cells, luminescence, 90 min; max activation, %; 410,000 tested, 0.58% active; in the data active means max activation above about 30%; further: 0% is about no effect; mostly tested at two doses, the higher about 12 µM
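Cells at 1500/well, incubated overnight, then treated with pinned compounds (dopamine as control) for 90 min at 37 degrees C. DiscoveRx reagent added for 30 - 60 minutes at room temperature; luminescence read.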
IL-2 act: IL-2 activation | 360,000 tested, 0.065% active | IL-2 activation reporter assay, cell-based qHTS; stimulated with anti-CD3/CD4/CD28 beads; in transgenic mouse T cells | activation, % (series mostly up to about 46 µM) | AID 652025; in the data active means activation above about 50%; inconclusive means mostly about 30% to 49%; further: 0% is about no effect
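EGFP and DsRed fluorescence is measured by plate cytometry in unstimulated transgenic mouse T cells exposed to compound for 60 minutes, then stimulated 18 hours at 37 degrees C with anti-CD3/anti-CD4 beads plus anti-CD28.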
DRD3 antagonist: blocks the human D3 dopamine receptor; P35462; D3R cells, DiscoveRx beta-arrestin luminescence, antagonist mode; stronger effect = lower value; max response, negative = inhibition, %; 360,000 tested, 2.5% active; in the data active means max response below about -50%; inconclusive means no clear call, values can overlap the other calls; further: on the % scale 0 is the no-effect control and ±100 the full control effect; mostly tested at two doses, the higher about 12 µM
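Cells plated overnight at 1500 cells/well, then exposed to library compounds with dopamine controls for 90 minutes at 37 degrees C. DiscoveRx reagent added for 30–60 minutes at room temperature; luminescence read, quantitative HTS format.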
WRN inhibitor: blocks human WRN helicase; WRN helicase unwinding, fluorescent forked duplex, kinetic; 360,000 tested, 0.46% active; Q14191; Potency, µM (doses to about 114 µM), for the others: top-dose activity change, negative = inhibition, hits mostly inhibitors; further: potency means the concentration at half of the fitted maximal effect; on the % scale 0 is the no-effect control and ±100 the full control effect; nearly all actives have a fitted effect of over 55% in size
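Screening of the MLSMR collection measured strand separation of a quenched forked DNA duplex (100 nM) by 20 nM WRN with 2 mM ATP, all final. Compounds were preincubated with enzyme 15 min at room temperature.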
PLK1 PBD block: blocks phosphopeptide binding to human PLK1 polo-box domain. AID 720504. Potency, µM, for inactives: max response, negative = inhibition, actives largely listed as inhibitors. Plk1 PBD binding of FITC phosphopeptide, fluorescence polarization. P53350. 360,000 tested, 2.8% active; further: potency means the concentration at half of the fitted maximal effect; series mostly up to about 57 µM; on the % scale 0 is the no-effect control and ±100 the full control effect; nearly all actives have a fitted effect of over 65% in size
GLP-1R agonist: activates the human GLP-1 receptor | P43220 | HEK293 GLP-1R CRE-luciferase, luminescence, 4-6 h; cells express a hypersensitive GLP-1R form | Potency, µM (top dose mostly 45.6 µM), for the others: at the top dose activation, hits mostly activators | 380,000 tested, 0.007% active | AID 624172; further: potency means the concentration at half of the fitted maximal effect; % of control where 0% means no effect
Target sequence (P43220 whole entry, looked up): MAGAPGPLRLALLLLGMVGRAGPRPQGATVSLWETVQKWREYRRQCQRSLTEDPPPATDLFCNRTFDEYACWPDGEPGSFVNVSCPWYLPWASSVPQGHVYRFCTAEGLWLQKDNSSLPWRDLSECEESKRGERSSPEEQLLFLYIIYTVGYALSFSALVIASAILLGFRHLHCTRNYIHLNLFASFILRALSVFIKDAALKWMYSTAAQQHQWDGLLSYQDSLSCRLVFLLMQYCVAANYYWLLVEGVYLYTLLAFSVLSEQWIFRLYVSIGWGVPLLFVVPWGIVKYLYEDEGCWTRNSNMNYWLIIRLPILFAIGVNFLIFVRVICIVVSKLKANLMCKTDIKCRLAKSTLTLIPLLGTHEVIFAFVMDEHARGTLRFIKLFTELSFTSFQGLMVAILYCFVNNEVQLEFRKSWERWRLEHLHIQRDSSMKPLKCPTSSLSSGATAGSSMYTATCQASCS
PI5P4K alpha inh: PI5P4K alpha (human) kinase inhibition. 330,000 tested, 1.2% active. max response, %. P48426. PI5P4Kalpha enzyme, ADP-Glo luminescence, 60 min; stronger effect = lower value; active means max response of -50% or lower; inconclusive means between -30% and -50%; inactive means -30% or higher; further: value at the top dose of about 77 µM; on the % scale 0 is the no-effect control and ±100 the full control effect
Target sequence (P48426 whole entry, looked up): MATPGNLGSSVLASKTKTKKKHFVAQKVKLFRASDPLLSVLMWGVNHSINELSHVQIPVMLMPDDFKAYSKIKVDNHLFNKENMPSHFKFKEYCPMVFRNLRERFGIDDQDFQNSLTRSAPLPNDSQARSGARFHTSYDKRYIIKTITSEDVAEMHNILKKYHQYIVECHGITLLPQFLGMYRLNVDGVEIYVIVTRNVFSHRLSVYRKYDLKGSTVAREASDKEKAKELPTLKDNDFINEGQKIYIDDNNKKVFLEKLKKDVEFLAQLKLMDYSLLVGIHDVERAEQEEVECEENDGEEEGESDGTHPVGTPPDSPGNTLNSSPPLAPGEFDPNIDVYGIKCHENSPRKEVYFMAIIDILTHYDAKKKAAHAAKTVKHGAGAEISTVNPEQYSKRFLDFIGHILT
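Controls without substrate or without enzyme flank wells where PI5P4Kalpha converts substrate using 5 microM ATP (final). Incubation lasts 60 minutes at room temperature; ADP formed is read by ADP-Glo luminescence.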
GLP1R inv ag: acts as inverse agonist at human GLP-1 receptor; P43220; HEK293 GLP-1R CRE-luciferase, luminescence, 24 h; GLP-1R form is constitutively active; Potency, µM (series often up to 38.3 µM), for inactives: at the top dose activity change, negative = inhibition, usual class: inhibitors; 410,000 tested, 1.6% active; further: potency means the concentration at half of the fitted maximal effect; on the % scale 0 is the no-effect control and ±100 the full control effect; nearly all actives have a fitted effect of over 55% in size
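Luminescence readout: a drop in cAMP-driven luciferase signal flags inverse agonism at a constitutively active GLP-1R stably expressed in HEK293. Compound exposure lasted 24 hr at 37 deg C, 5% CO2.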
* hit, by the source's call; u = inconclusive; x = not tested or not shown; [ ] = another dose, or the depositor's remark. Unless noted, the call rests on the fitted dose curve; in most records, active means well fitted curve in the direction sought with a large enough effect; inconclusive means small, poorly fitted or top-dose-only effect, or another doubt; inactive means no such curve, though single readings can be large; an effect the other way counts as inactive or inconclusive.

SMILES | HEK293 tox | DRD3 agonist | IL-2 act | DRD3 antagonist | WRN inhibitor | PLK1 PBD block | GLP-1R agonist | PI5P4K alpha inh | GLP1R inv ag
CCOc1ccc(NC(=O)c2nc(SCC)ncc2Cl)cc1 | 19.5% | -0.9 | 0.9 | -12.0 | -4.6% | -11.6% | -1.0% | 4.1 | -10.7%
CCOC(=O)N1CCN(S(=O)(=O)c2ccc(C)c([N+](=O)[O-])c2)CC1 | -8.2%[7.66 µM] | 1.4 | 2.1 | 13.3 | -0.7% | -8.5% | 4.4% | -2.0 | -2.4%[7.66 µM]
O=C(CCCc1nc(-c2ccc(Cl)cc2)no1)N1CCOCC1 | 6.5% | -16.3 | -1.9 | -12.1 | 0.7% | -4.8% | -3.6% | x | 4.0%
O=C(Nc1ccc2c(c1)OCO2)c1cc(-c2cccc(O)c2)on1 | -44.6% | 17.6 | 1.3 | 8.1 | -8.8% | -3.0% | 6.9% | u | u
COCCOC(=O)c1c(C)oc2ccc(OC(=O)c3c(OC)cccc3OC)cc12 | u | 11.2 | -1.9 | 20.0 | -4.7% | -14.6% | -1.2% | 5.5 | u
CCCNC(=O)c1ccc(C)c(NC(=O)C2=C(C)OCCS2)c1 | -7.8% | 6.8 | 0.7 | 4.2 | 4.6% | -9.9% | 23.7% | -1.2 | 12.8%
Cc1cc(C(=O)NNC(=S)NCc2ccccc2)no1 | -26.9% | 2.1 | 0.0 | -10.8 | -3.4% | -7.0% | -2.6% | -7.1 | 4.7%
Cc1c(-c2ccccc2)oc2c(C(=O)OCC(=O)Nc3ccc(C(N)=O)cc3)cccc2c1=O | -3.6% | 6.1 | -0.6 | 52.2 | -4.0% | u | 0.2% | -7.5 | 6.8%
NC(=O)c1nccc2ccccc12 | -13.4% | -8.3 | 0.5 | 10.6 | 3.3% | 1.7% | 0.7% | -2.2 | 7.8%
CSCCC(NC(=O)c1ccc([N+](=O)[O-])cc1Cl)C(=O)OCC(=O)C12CC3CC(CC(C3)C1)C2 (configuration not stated) | 0.3% | 12.2 | -2.6 | 7.6 | 3.9% | 1.1% | 10.5% | 0.8 | u
NS(=O)(=O)c1ccc(CCNC(=O)c2ccc(C#CC3(O)CCCCC3)cc2)cc1 | u | 13.5 | 0.5 | 20.6 | -6.5% | -10.1% | -0.5% | -0.9 | u
c1ccc(C[C@H]2COc3c4ccccc4nn32)cc1 | -5.4% | -0.9 | 0.4 | 8.9 | -3.7% | -6.8% | x | -1.8 | 8.7%
Clc1cccc(CNc2ccn3nc(-c4cccc(OCc5ccccc5)c4)cc3n2)c1 | u | 5.7 | -0.7 | 0.2 | -6.1% | 3.6% | 7.1% | 44.4 | u
CS(=O)(=O)N(CC(=O)NCC1CCCO1)c1cc(Cl)c(Cl)cc1Cl (configuration not stated) | 1.9% | -2.5 | -0.4 | 2.4 | 11.0% | -12.7% | 6.7% | 1.0 | -8.5%
O=C(CSc1nc2ccccc2[nH]1)NCc1ccc2c(c1)OCO2 | 4.7% | -15.2 | -2.8 | -24.0 | -3.9% | -11.8% | 6.4% | 0.4 | -0.3%
Cc1ccccc1N1CC(C(=O)O)CC1=O (configuration not stated) | -2.2% | -0.6 | -0.6 | 6.1 | 12.6% | -2.9% | 1.0% | 5.0 | 13.4%
O=S(=O)(Nc1nccs1)c1ccc(F)cc1 | 6.0% | -3.4 | -0.2 | -15.5 | 9.2% | -18.4% | -1.2% | 3.5 | 4.5%
CCOC(=O)c1cc2sccc2n1CC(=O)N1c2ccccc2CC1C (configuration not stated) | -2.6% | -16.7 | -2.7 | -27.4 | -3.9% | -8.3% | -1.8% | x | -5.4%
O=C(CNCc1cccc2ccccc12)Nc1ccccc1[N+](=O)[O-] | -3.8% | -16.1 | -0.1 | u | -5.0% | -9.5% | -4.5% | 8.6 | -24.1%
CCN(CC)c1ccc(/C=N/NC(=O)CN2CCCc3ccccc32)cc1 | -22.7% | 0.2 | 0.9 | -14.8 | -2.1% | 2.1% | 4.4% | -3.6 | u
CCC(=O)NNc1nc2c(C)cc(C)cc2s1 | 2.2% | 4.0 | 0.1 | 21.9 | 4.6% | -5.5% | 5.3% | -1.5 | 1.9%
COC(=O)c1[nH]c2cc(OC)ccc2c1NC(=O)CN1CCC(C(N)=O)CC1 | -1.2% | -0.6 | -2.4 | 4.1 | 0.0% | 0.2% | 1.0% | -4.6 | 45.8%[activator]
Nc1nc(COC(=O)CCC(=O)c2ccccc2)nc(Nc2ccccc2)n1 | -0.6% | -4.0 | -0.9 | 11.3 | -3.2% | 4.6% | 21.0% | -1.8 | 17.0%

Some of the entries so far, with two lines to a compound:
Results follow in this order: HEK293 tox | DRD3 agonist | IL-2 act | DRD3 antagonist | WRN inhibitor | PLK1 PBD block | GLP-1R agonist | PI5P4K alpha inh | GLP1R inv ag
CCOc1ccc(NC(=O)c2nc(SCC)ncc2Cl)cc1
 : 19.5% | -0.9 | 0.9 | -12.0 | -4.6% | -11.6% | -1.0% | 4.1 | -10.7%
CCOC(=O)N1CCN(S(=O)(=O)c2ccc(C)c([N+](=O)[O-])c2)CC1
 : -8.2%[7.66 µM] | 1.4 | 2.1 | 13.3 | -0.7% | -8.5% | 4.4% | -2.0 | -2.4%[7.66 µM]
O=C(CCCc1nc(-c2ccc(Cl)cc2)no1)N1CCOCC1
 : 6.5% | -16.3 | -1.9 | -12.1 | 0.7% | -4.8% | -3.6% | x | 4.0%
O=C(Nc1ccc2c(c1)OCO2)c1cc(-c2cccc(O)c2)on1
 : -44.6% | 17.6 | 1.3 | 8.1 | -8.8% | -3.0% | 6.9% | u | u
COCCOC(=O)c1c(C)oc2ccc(OC(=O)c3c(OC)cccc3OC)cc12
 : u | 11.2 | -1.9 | 20.0 | -4.7% | -14.6% | -1.2% | 5.5 | u
CCCNC(=O)c1ccc(C)c(NC(=O)C2=C(C)OCCS2)c1
 : -7.8% | 6.8 | 0.7 | 4.2 | 4.6% | -9.9% | 23.7% | -1.2 | 12.8%
Cc1cc(C(=O)NNC(=S)NCc2ccccc2)no1
 : -26.9% | 2.1 | 0.0 | -10.8 | -3.4% | -7.0% | -2.6% | -7.1 | 4.7%
Cc1c(-c2ccccc2)oc2c(C(=O)OCC(=O)Nc3ccc(C(N)=O)cc3)cccc2c1=O
 : -3.6% | 6.1 | -0.6 | 52.2 | -4.0% | u | 0.2% | -7.5 | 6.8%
NC(=O)c1nccc2ccccc12
 : -13.4% | -8.3 | 0.5 | 10.6 | 3.3% | 1.7% | 0.7% | -2.2 | 7.8%
CSCCC(NC(=O)c1ccc([N+](=O)[O-])cc1Cl)C(=O)OCC(=O)C12CC3CC(CC(C3)C1)C2 (configuration not stated)
 : 0.3% | 12.2 | -2.6 | 7.6 | 3.9% | 1.1% | 10.5% | 0.8 | u
NS(=O)(=O)c1ccc(CCNC(=O)c2ccc(C#CC3(O)CCCCC3)cc2)cc1
 : u | 13.5 | 0.5 | 20.6 | -6.5% | -10.1% | -0.5% | -0.9 | u
c1ccc(C[C@H]2COc3c4ccccc4nn32)cc1
 : -5.4% | -0.9 | 0.4 | 8.9 | -3.7% | -6.8% | x | -1.8 | 8.7%

Two records picked at random from the list so far, as already listed:
SMILES | HEK293 tox | DRD3 agonist | IL-2 act | DRD3 antagonist | WRN inhibitor | PLK1 PBD block | GLP-1R agonist | PI5P4K alpha inh | GLP1R inv ag
COCCOC(=O)c1c(C)oc2ccc(OC(=O)c3c(OC)cccc3OC)cc12 | u | 11.2 | -1.9 | 20.0 | -4.7% | -14.6% | -1.2% | 5.5 | u
Cc1cc(C(=O)NNC(=S)NCc2ccccc2)no1 | -26.9% | 2.1 | 0.0 | -10.8 | -3.4% | -7.0% | -2.6% | -7.1 | 4.7%

Bioassay records as filed in PubChem.
